Bioassay records (PubChem)
TCR activator: activators of T cell receptors | primary human leukocytes, anti-CD3, IL-2 HTRF, 48 h | Potency, µM (series often up to 9.22 µM), without a hit: at the highest dose activation of IL-2 secretion, hits mostly activators | 330,000 tested, under 10 active | AID 504894; also: % of control where 0% means no effect
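Primary human leukocytes were stimulated with a-CD3 beads plus compounds for 48 hr without co-stimulation; secreted IL-2 was quantified by HTRF using a-IL-2-K (europium cryptate) and a-IL-2-d2, excited at 320nm with acceptor emission read at 665nm.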
Giardia killer: Giardia lamblia killing | Giardia lamblia trophozoite viability | activity change, % at 7.66 µM, hits read low | 0.15% of 340,000 active | AID 540267; in the data active = activity change below about -80%; inconclusive = between about -30% and that limit;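 also: parasites exposed to compound for two days anaerobically before the ATP read; % is scaled to controls: 0 for no effect and ±100 for the full control effect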
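Giardia trophozoites, 100 cells per well, were exposed to compounds for 48 hrs at 37 deg C under anaerobic conditions; viability was then read as ATP content by bioluminescence after 15-30 min at room temperature.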
AT treatment: potential ataxia-telangiectasia treatment; AID 485349; 0.19% of 320,000 active; […] A-T fibroblasts, KAP-1 phosphorylation AlphaLISA; neocarzinostatin DNA damage 30 min before lysis; Potency, µM (series often up to 57.5 µM), inactives show top-dose activation, hits mostly activators; also: potency is read from the fitted curve at half-maximal effect; % of control where 0% means no effect; nearly all actives have a fitted effect of over 45% in size
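hTERT-immortalized A-T patient fibroblasts ([…]), 500 cells/well in OPTI-MEM, 1% FBS, got compounds for 60 min, then NCS for 30 min at 37C. Lysates were then assayed for phospho-KAP-1 by AlphaLISA (anti-pKAP1 donor, anti-KAP1 acceptor beads), 6 hr at 25C.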
FBPA coupling cs: counter-screen for Giardia aldolase inhibitors: coupling enzyme system | 0.67% of 290,000 active | coupling enzyme system counterscreen, AmpLite Red fluorescence | activity change, negative = inhibition, % at 58.2 µM, hits read low | AID 2472; in the data active = activity change below about -30%; also: % is scaled to controls: 0 for no effect and ±100 for the full control effect
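First, compound is pin-transferred into glyceraldehyde-3-phosphate coupling-enzyme reagent at 57.5 uM final and held 10 min at RT. Next, substrate, coupling system and AmpLite Red are added. After 20 min RT, fluorescence (525/598 nm) is read.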
CXXC DNA block: blocks binding of human MLL CXXC domain to DNA. Q03164. MLL-CXXC / FITC-HOXA9 DNA fluorescence polarization. Potency, µM (titrated, usually from 115 µM), without a hit: at the top dose activity change, negative = inhibition, hits mostly inhibitors. 0.037% of 290,000 active; active = well fitted inhibition curve with a large enough effect in the polarisation, with a control signal flat, not every such curve was filed as active; inconclusive = small, poorly fitted or top-dose-only effect, or effect the other way, or a change in a side signal; inactive = no such curve, though single readings can be large or run the other way; the % refers to the polarisation; also: potency is read from the fitted curve at half-maximal effect
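Steps: dispense CXXC domain solution (7 uM) → pin compounds or unlabeled HOX-A9 DNA control → 5 min ambient → add FLSN-HOX-A9 solution (50 nM) → spin → 30 min ambient → fluorescence polarization. Tris pH 7.5/NaCl/DTT/BSA buffer.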
TSHR antag: blocks TSH signaling through the human TSH receptor | P16473 | TSHR-expressing cells, TSH-stimulated cAMP HTRF, 2 h; stronger effect = lower value | activity change, negative = inhibition, % at 11.5 µM | 0.2% of 330,000 active | AID 504810;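 active = activity change below a set negative limit, meaning inhibition stronger than a set level, cut at about -70% in these data; inconclusive = activity change between two set negative limits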; also: % is scaled to controls: 0 for no effect and ±100 for the full control effect
Target sequence (P16473 whole entry, looked up): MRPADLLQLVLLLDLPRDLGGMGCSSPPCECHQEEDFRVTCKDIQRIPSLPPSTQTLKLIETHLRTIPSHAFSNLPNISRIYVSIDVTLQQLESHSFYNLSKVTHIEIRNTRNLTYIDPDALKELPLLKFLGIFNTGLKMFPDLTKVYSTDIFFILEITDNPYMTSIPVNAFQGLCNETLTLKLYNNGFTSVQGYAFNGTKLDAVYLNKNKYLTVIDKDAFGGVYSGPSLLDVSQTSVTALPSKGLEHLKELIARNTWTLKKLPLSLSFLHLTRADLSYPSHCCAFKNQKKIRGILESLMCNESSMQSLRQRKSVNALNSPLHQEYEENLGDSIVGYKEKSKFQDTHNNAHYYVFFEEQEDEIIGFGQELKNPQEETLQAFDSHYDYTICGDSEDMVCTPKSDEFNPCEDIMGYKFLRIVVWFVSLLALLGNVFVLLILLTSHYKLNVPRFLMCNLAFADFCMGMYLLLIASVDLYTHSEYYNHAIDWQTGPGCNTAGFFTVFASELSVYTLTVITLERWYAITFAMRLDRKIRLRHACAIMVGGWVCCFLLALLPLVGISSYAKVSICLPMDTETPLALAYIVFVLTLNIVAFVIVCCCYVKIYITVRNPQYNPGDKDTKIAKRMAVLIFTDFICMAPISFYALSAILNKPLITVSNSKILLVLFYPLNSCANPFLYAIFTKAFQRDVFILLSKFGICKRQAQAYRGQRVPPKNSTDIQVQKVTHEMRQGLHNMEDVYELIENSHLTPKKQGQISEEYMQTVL
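Read-out is FRET at 665 nm (cryptate excitation 337 nm) from a cryptate-tagged anti-cAMP antibody, competed by cell cAMP against cAMP-d2. Compounds are tested on freshly harvested TSHR cells challenged with 4nM TSH (EC80) for 2 hours at 37 deg C.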
Tb PFK block: blocks T. brucei phosphofructokinase. O15648. T. brucei PFK, ADP-Glo luminescence. Potency, µM (highest dose often 57.5 µM), for the others: at the highest dose activity, negative = inhibition, hits mostly inhibitors. 0.17% of 330,000 active. AID 485367;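 also: potency is read from the fitted curve at half-maximal effect; 0% = uninhibited 1x PFK enzyme wells and -100% = no-enzyme wells; nearly all actives have a fitted effect of over 60% in size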
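Compounds were pin-transferred as a titration series up to 57 uM into substrate buffer (0.5 mM F6P, 0.1 mM ATP, pH 8.0), then 1.25 nM PFK was added and reactions ran 45 min before ADP-Glo detection.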
KCNH2 WT inh: KCNH2 (human, wildtype) channel inhibition; Q12809; U2OS, BacMam KCNH2, thallium flux FluxOr; stronger effect = lower value; activity change, % at 1.84 µM; 0.37% of 340,000 active; AID 720551;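 active = maximum activity change below -70%; inconclusive = maximum activity change between -70% and -50%; inactive = maximum activity change above -50%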; also: % is scaled to controls: 0 for no effect and ±100 for the full control effect
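U2OS cells were transduced with wild-type KCNH2 virus (2.03 x 10^8 / mL) for 4 h at room temperature, then cultured overnight at 37 C. Thallium flux was read with FluxOr dye. Rate constants were normalized to DMSO controls.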
Chronic BCR inh: chronic active BCR signaling inhibition; ABC-DLBCL IkBa-CBG/CBR reporter, luminescence ratio, 4 h; Potency, µM (top dose mostly 46.1 µM), for inactives: top-dose ratio change, negative = lower green/red ratio, most hits filed as inhibitors; 0.05% of 340,000 active; AID 493014; active = well fitted inhibition curve with a large enough effect in the signal ratio, with a control signal flat, not every such curve was filed as active; inconclusive = small, poorly fitted or top-dose-only effect, or effect the other way, or a change in a side signal; the % refers to the signal ratio;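 also: potency is read from the fitted curve at half-maximal effect; plate controls were basal doxycycline-induced cells for no effect and cells given 10 µM MG132 for full effect; MG132 reads +100%, hits lower the ratio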
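Compounds up to 46 uM were incubated four hours with TMD8 cells whose green CBG68 luciferase is fused to IkappaBalpha; red CBR luminescence normalised the signal, and concentration-effect curves were fitted to fusion, red and ratio data.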
GALK inhibitor: inhibitors of human galactokinase. P51570. Purified GALK, Kinase-Glo residual ATP luminescence. Potency, µM (series often up to 57.5 µM), inactives show at the top dose activity change, negative = inhibition, usual class: inhibitors. 0.007% of 270,000 active. AID 1868; also: potency is read from the fitted curve at half-maximal effect; % is scaled to controls: 0 for no effect and ±100 for the full control effect
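5 nM enzyme, 35 uM ATP, 100 uM galactose, 20 mM HEPES pH8.0, 5 mM MgCl2; 1 h RT; residual ATP by Kinase-Glo Plus luminescence, qHTS format.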
Starred values were filed as active, the others as inactive; ? = inconclusive; . = not tested or not shown; & = joins results of further samples; [ ] = remark or other dose. Unless noted, calls follow the shape of the dose curve; as a rule, active = well fitted curve in the direction sought with a large enough effect; inconclusive = small, poorly fitted or top-dose-only effect, or another doubt; inactive = no such curve, though single readings can be large; an effect the other way counts as inactive or inconclusive.

Every second line gives: TCR activator | Giardia killer | AT treatment | FBPA coupling cs | CXXC DNA block | TSHR antag | Tb PFK block | KCNH2 WT inh | Chronic BCR inh | GALK inhibitor
1) CCNS(=O)(=O)c1ccc(CCC(=O)Nc2ccc3c(c2)OCCO3)cc1
→ 9% | -6 | 9% | 1 | -4% | 17 | 1% | 1 | 0% | 3%
2) Cc1csc(C(C#N)C(=O)c2cc3ccccc3o2)n1 (stereo not given)
→ 2% | ? | 23% | -9 | -25% | -26 | -3% | -5 | ? | -17%
3) COc1ccc(S(=O)(=O)N2CCOCC2)cc1NC(=O)CCc1cc(OC)c(OC)c(OC)c1
→ 9% | 23 | -1% | . | . | 18 | 4% | 1 | ? | .
4) O=C(CC(=O)N/N=C/c1ccc(Cl)cc1Cl)NCc1ccccc1
→ -3% | -12 | 7% | -14 | 44%[activator] | 5 | 1% | 2 | 4% | -2%
5) N#CC1(Cc2ccccc2)c2ccccc2C=CN1C(=O)c1ccccc1 (stereo not given)
→ -9% | 8 | 4% | 3 | 6% | -1 | 1% | 5 | 15% | -2%
6) Cc1nnc(-c2cnn(C)c2N)n1CCCN(C)C
→ 16% | -19 | -1% | 0 | 6% | -6 | -1% | -24 | ? | -2%
7) COc1ccc(C2=CSC3=C(C(=O)c4cccc(S(=O)(=O)N(C)C)c4)CCN23)cc1
→ 0% | -17 | . | 3 | 11% | 6 | 2% | 3 | -13% | 2%
8) Cc1cccc(C)c1OCc1cc(C(=O)NCc2cn(C)nc2C)no1
→ -2% | 18 | -1% | 4 | -2% | -10 | 0% | -6 | 0% | 0%
9) C/C(=N\NC(=O)c1ccc2c(c1)OCO2)c1cccnc1
→ 2% | 7 | 3% | 0 | 4% | -7 | -10% | -16 | ? | 0%
10) COc1ccc(NC(=S)N2CCC(c3nc4ccccc4o3)CC2)c(OC)c1
→ 2% | 24 | 2% | 0 | 1% | 7 | 3% | 2 | 7% | -1%

Every second line gives: TCR activator | Giardia killer | AT treatment | FBPA coupling cs | CXXC DNA block | TSHR antag | Tb PFK block | KCNH2 WT inh | Chronic BCR inh | GALK inhibitor
11) Cc1nc2ccc([N+](=O)[O-])cc2c(=O)n1Cc1ccc(Br)cc1
→ -4% | 19 | -4% | 0 | -8% | 2 | 0% | 8 | 0% | 4%
12) COc1ccc(CN(C)C(=O)c2cnc(OC)cc2C(F)(F)F)c(OC)c1
→ 0% | 6 | 9% | 1 | 1% | 2 | 8% | 2 | ? | -3%
13) O=C(NCCCc1ccccc1)c1cccs1
→ 3% | 0 | 9% | 0 | -2% | 0 | 1% | -17 | 2% | -3%
14) CCCOC(=O)Cc1n[nH]c(=O)[nH]c1=O
→ -2% | -20 | -6% | 1 | -1% | 0 | 0% | 1 | 4% | -1%
15) CCCCc1n[nH]c2c1/C(=N/O)CC(C)(C)C2
→ 4%[46.1 µM] | -11 | 1% | 0 | 3% | 11 | 2% | -14 | 0% | 1%
16) COc1ccc(S(=O)(=O)NCc2ccco2)cc1N(C)S(=O)(=O)c1ccccc1
→ 2% | -8 | 0% | 0 | 2% | -7 | 0% | -14 | -1% | -1%
17) CCC(C)Sc1nnc(CNC(=O)C23CC4CC(CC(C4)C2)C3)n1C1CCCCC1 (stereo not given)
→ -2%[46.1 µM] | 5 | -7% | 0 | 12% | -16 | -6% | -9 | 18% | 0%
18) O=C(NCc1cccs1)C1CCN(S(=O)(=O)c2ccc3c(c2)OCCO3)CC1
→ . | -16 | 4% | 0 | 4% | -6 | -3% | 9 | 5% | -5%
19) CC(=O)OCC1=C(C(=O)O)N2C(=O)[C@@H](NC(=O)Cc3cccs3)[C@H]2SC1
→ 1% | -13 | -2% | -4&-1 | 4%&-11%&-8% | -6&3 | -18% | -3 | 3% | .
20) CCOC(=O)CCCOC(=O)c1ccc(S(=O)(=O)N(C)C)cc1
→ 9%[46.1 µM] | -5 | -1% | 1 | -4% | -7 | 2% | 0 | 3% | -1%

Single records (already shown).
Cc1nc2ccc([N+](=O)[O-])cc2c(=O)n1Cc1ccc(Br)cc1 is listed as TCR activator = -4%; Giardia killer = 19; AT treatment = -4%; FBPA coupling cs = 0; CXXC DNA block = -8%; TSHR antag = 2; Tb PFK block = 0%; KCNH2 WT inh = 8; Chronic BCR inh = 0%; GALK inhibitor = 4%
CCOC(=O)CCCOC(=O)c1ccc(S(=O)(=O)N(C)C)cc1 is listed as TCR activator = 9%[46.1 µM]; Giardia killer = -5; AT treatment = -1%; FBPA coupling cs = 1; CXXC DNA block = -4%; TSHR antag = -7; Tb PFK block = 2%; KCNH2 WT inh = 0; Chronic BCR inh = 3%; GALK inhibitor = -1%

Additional records.
Every second line gives: TCR activator | Giardia killer | AT treatment | FBPA coupling cs | CXXC DNA block | TSHR antag | Tb PFK block | KCNH2 WT inh | Chronic BCR inh | GALK inhibitor
21) CCCCNC(=S)NNC(=O)c1csc(C(C)C)c1
→ -6%[46.1 µM] | -20 | 0% | 6 | -4% | 7 | 1% | 7 | 2% | -1%
22) Cc1csc(NC(=O)CNC(=O)OCc2ccccc2)n1
→ 4% | -5 | 6% | 1 | 12% | 0 | 0% | 5 | ? | 2%
23) COc1ccc(N2CCN(C(=O)Cc3ccc(Cl)cc3)CC2)cc1
→ . | -4 | -9% | 2 | -5% | -6 | -3% | 4 | -8% | 0%
24) [2H]c1c([2H])c([2H])c(-c2nc(N3CCCCCC3)sc2C(=O)c2ccccc2)c([2H])c1[2H]
→ 10% | 5 | -1% | -1 | 3% | 3 | 2% | -26 | ? | -1%
25) COc1ccc(/C=C2\CCn3c2nc2ccccc2c3=O)cc1OC
→ . | -10 | -11% | 1 | 17% | 12 | 0% | 7 | 5% | -5%
26) CC(C)(C)c1cc(N)n(-c2ccc(C(=O)O)cc2)n1
→ -1% | -8 | -2% | -5 | 6% | 11 | -2% | -4 | ? | 2%
27) CCC(CO)Oc1cc(NCc2ccc(C(=O)O)cc2)c2ncn(C(C)C)c2c1 (stereo not given)
→ -1% | 13 | -1% | . | . | -10 | 3% | -10 | 1% | .
28) Cc1ccc(NC(=O)c2cc(S(=O)(=O)N3CCCCC3)c[nH]2)cc1C
→ 5% | 9 | -6% | 0 | 34%[activator] | 7 | 2% | -21 | 13% | .
29) COC(=O)C(CSCc1ccccc1)NC(=O)CSc1nc(N)cc(=O)[nH]1 (stereo not given)
→ 7% | -20 | 3% | -1 | -2% | 1 | 1% | -3 | -5% | 1%
30) COc1cc(OC)cc(C(=O)NCc2n[nH]c(=S)n2-c2ccccc2OC)c1
→ 1%[46.1 µM] | 0 | -3% | 2 | -1% | -6 | -13% | 8 | ? | -1%

Entries by screen from above.
Nos. 17–23 in Chronic BCR inh, in turn: 18%, 5%, 3%, 3%, 2%, ?, -8%

Going on with the list:
Every second line gives: TCR activator | Giardia killer | AT treatment | FBPA coupling cs | CXXC DNA block | TSHR antag | Tb PFK block | KCNH2 WT inh | Chronic BCR inh | GALK inhibitor
31) CCSc1nnc2c(n1)OC1(CCCC1)Nc1ccccc1-2
→ -4% | 26 | -4% | 2 | -8% | -2 | -7% | 6 | 0% | 1%
32) CC(=O)Nc1cccc(OCC(=O)Nc2ccc(F)cc2)c1
→ 4% | -11 | 9% | -1 | 0% | -1 | -4% | -9 | ? | -2%
33) O=S(=O)(Nc1cccc(-c2cn3c(n2)SCC3)c1)c1cccs1
→ -1% | 2 | 0% | -1 | 16% | -6 | -3% | -10 | -3% | -2%
34) CC(=O)c1ccc(OCC(O)CN2CCN(Cc3ccc4c(c3)OCO4)CC2)cc1 (stereo not given)
→ -32%&-1% | 20&-23 | 4%&-3% | -2&2 | -11%&-2% | 4&13 | -7%&-15% | -1&11 | -1%&-1% | -1%&2%
35) O=C(Nc1nnc(Cc2ccccc2)s1)c1cnccn1
→ 5% | -19 | -6% | 2 | -21% | 11 | -1% | 13 | ? | 2%
36) CC(=O)Nc1ccc(NC(=O)CSc2nnc(C3CC3)n2-c2ccccc2)cc1
→ 0% | 1 | 15% | . | . | -12 | 1% | -14 | 0% | .
37) CCOC(=O)C(CC(=O)O)=C(c1ccccc1)c1ccccc1
→ -3% | -7 | 2% | 11 | -1% | 0 | -18% | -2 | -1% | 5%
38) COc1ccc(-n2c(SCC(=O)N3CCOCC3)nc(O)cc2=O)cc1
→ -1% | 1 | 2% | . | 11% | -8 | -5% | -6 | 4% | -5%
39) Clc1ccccc1CSc1nc2ccncc2[nH]1
→ -6% | ? | 3% | 3 | 23% | -12 | -5% | -22 | ? | 1%
40) COc1ccc(Cn2c(-c3ccc(Br)cc3)c[n+]3ccccc23)cc1
→ -3%[46.1 µM] | -4 | 4% | 0 | 3% | 5 | -2% | -3 | ? | 0%
41) CCCCC(=O)Nc1cccc(NC(=S)NC(C)=O)c1
→ -5%[46.1 µM] | -6 | 3% | 4 | -4% | 0 | 1% | 1 | -11% | 0%
